Compound activity from PubChem.
pPAFAH inh: pPAFAH enzyme inhibitors, primary screen, biochemical, fluorescence polarization, human. Platelet-activating factor acetylhydrolase (Homo sapiens), Q13093. recombinant pPAFAH, FP-rhodamine probe fluorescence polarization. inhibition, % at 3.39 µM. actives 1.5% (n = 330,000). AID 463082, 2010;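 active = inhibition above the mean inhibition across the screen plus 3 SD, cut at about 25% in these data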;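 also: inhibitors block binding of the rhodamine activity-based probe so polarization drops; 0% = enzyme with DMSO and 100% = wells lacking pPAFAH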
PME-1 inh: PME-1 inhibitors via competitive probe labeling, primary screen, biochemical, fluorescence polarization, FP-Rh probe, HTS | Protein phosphatase methylesterase 1 (Homo sapiens), Q9Y570 | recombinant PME-1 | inhibition, % at 5.9 µM | actives 0.53% (n = 320,000);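 active = inhibition above the campaign mean of all compounds plus 3 SD, cut at about 26% in these data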;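 also: competitive labeling of PME-1 active site by serine hydrolase directed probe; 0% = PME-1 with DMSO and 100% = wells lacking PME-1 enzyme; inhibitors block probe labeling so polarization falls and inhibition rises; many of its hits are not listed in these tables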
LYPLA2 inh: LYPLA2 inhibitors, primary screen, counter-screen for PME1 inhibitor project, biochemical, fluorescence polarization, FP-Rh probe ABPP; Acyl-protein thioesterase 2 (Homo sapiens), O95372; recombinant LYPLA2; inhibition, % at 5.9 µM; actives 0.38% (n = 320,000); AID 2177, 2009;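 active = inhibition above the screen-wide mean plus 3 SD, limit set per campaign, cut at about 26% in these data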;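 also: 0% = LYPLA2 with DMSO and 100% = wells lacking LYPLA2 enzyme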
PAFAH1B2 FP inh: PAFAH1B2 enzyme inhibitors, primary screen, biochemical, fluorescence polarization, human. actives 1.2% (n = 340,000). recombinant PAFAH1B2, FP-rhodamine activity probe. Platelet-activating factor acetylhydrolase IB subunit alpha2 (Homo sapiens), P68402. inhibition, % at 3.39 µM;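 active = inhibition above the mean of all tested compounds plus 3 SD, cut at about 24% in these data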;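 also: 0% = enzyme with DMSO and 100% = wells lacking PAFAH1B2; many of its hits are not listed in these tables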
PAD4 FP inh: human PAD4 inhibitors, primary screen, biochemical, fluorescence polarization, 1536-well format | Protein-arginine deiminase type-4 (Homo sapiens), Q9UM07 | AID 485272, 2010 | inhibition, % at 6.36 µM | actives 0.41% (n = 330,000) | recombinant PAD4, RCA probe fluorescence polarization;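 active = percent inhibition above a cutoff equal to the mean of all tested compounds plus 3 SD, cut at about 15% in these data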;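 also: 0% = PAD4 with RCA probe and DMSO and 100% = probe without PAD4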
Target sequence (Q9UM07 whole entry, looked up): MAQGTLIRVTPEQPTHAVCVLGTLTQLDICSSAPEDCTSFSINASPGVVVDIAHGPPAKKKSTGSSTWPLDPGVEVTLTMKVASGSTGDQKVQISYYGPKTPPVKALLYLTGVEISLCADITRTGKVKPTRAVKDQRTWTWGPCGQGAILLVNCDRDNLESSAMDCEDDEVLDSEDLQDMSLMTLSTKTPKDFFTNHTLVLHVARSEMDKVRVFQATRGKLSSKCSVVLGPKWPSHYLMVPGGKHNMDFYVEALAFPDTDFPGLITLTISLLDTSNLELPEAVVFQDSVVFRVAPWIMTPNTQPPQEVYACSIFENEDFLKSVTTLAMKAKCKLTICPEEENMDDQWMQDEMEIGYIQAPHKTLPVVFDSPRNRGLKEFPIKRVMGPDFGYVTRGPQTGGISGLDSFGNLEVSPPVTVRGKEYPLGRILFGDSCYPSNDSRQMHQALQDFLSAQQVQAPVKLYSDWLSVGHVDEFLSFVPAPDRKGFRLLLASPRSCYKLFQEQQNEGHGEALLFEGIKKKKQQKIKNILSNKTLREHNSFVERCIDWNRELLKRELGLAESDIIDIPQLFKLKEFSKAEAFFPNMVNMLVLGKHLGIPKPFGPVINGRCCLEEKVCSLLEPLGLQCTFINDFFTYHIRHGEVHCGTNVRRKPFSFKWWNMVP
PAFAH1B3 FP inh: PAFAH1B3 enzyme inhibitors, primary screen, biochemical, fluorescence polarization, human; inhibition, % at 3.39 µM; recombinant PAFAH1B3, FP-rhodamine probe; actives 0.28% (n = 340,000); AID 492972, 2010;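 active = inhibition above the screen-wide average of all tested compounds plus 3 SD, cut at about 25% in these data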;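 also: 0% = enzyme with DMSO only and 100% = wells lacking PAFAH1B3 protein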
PREPL inh: PREPL enzyme inhibitors, primary screen, biochemical, fluorescence polarization. recombinant PREPL, fluorescence polarization activity-based probe. inhibition, % at 5.96 µM. actives 0.68% (n = 320,000); in the data active = inhibition above about 43%;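 also: 0% = enzyme with DMSO and 100% = wells lacking enzyme; many of its hits are not listed in these tables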
GSTO1 inh: inhibitors of recombinant GSTO1, primary screen, counter-screen for RBBP9 inhibitor project, biochemical, fluorescence polarization; AID 1974, 2009; activity-based probe fluorescence polarization; Glutathione S-transferase omega-1 (Homo sapiens), P78417; inhibition, % at 5.96 µM; actives 1.1% (n = 300,000);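 active = inhibition above the campaign mean inhibition plus 3 SD, cut at about 35% in these data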;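 also: 0% = GSTO1-1 with DMSO and 100% = wells lacking GSTO1-1 enzyme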
LYPLA1 counter: LYPLA1 inhibitors, primary screen, counter-screen for PME1 inhibitor project, biochemical, fluorescence polarization, FP-Rh probe ABPP. AID 2174, 2009. actives 0.16% (n = 320,000). recombinant LYPLA1. inhibition, % at 5.9 µM. Acyl-protein thioesterase 1 (Homo sapiens), O75608;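 active = inhibition above the mean of all tested compounds plus 3 SD, set per campaign, cut at about 14% in these data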;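 also: inhibitors block serine hydrolase probe labeling of LYPLA1 so polarization falls; 0% = enzyme with DMSO and 100% = wells lacking LYPLA1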
* = called active by the depositor; x = not tested or not shown.

The first 6 compounds as a preview:
No. | molecule | pPAFAH inh | PME-1 inh | LYPLA2 inh | PAFAH1B2 FP inh | PAD4 FP inh
1 | Cc1nn(-c2ccccc2)c(C)c1/C=N/N1CCN(c2ccccc2)CC1 | 5 | -1 | 0 | 1 | 2
2 | Cc1nc(N2CCCCC2)c2c(C)c(C(=O)Nc3ccccc3C(F)(F)F)sc2n1 | 2 | -7 | 2 | -3 | 9
3 | Cc1ccc(NC(=O)c2c(-c3ccccc3)noc2C)nc1 | 7 | -4 | -6 | 3 | -3
4 | CC(C)[C@H](NC(N)=O)C(=O)NNC(=O)COc1cccc(C(F)(F)F)c1 | 15 | -3 | 2 | 3 | -2
5 | O=C(/C=C/c1ccc(O)c(O)c1)c1ccc(S(=O)(=O)N2CCCCCC2)cc1 | 50* | -1 | -11 | 1 | -1
6 | COc1ccc(NC(=O)COc2ccc3c(c2)CCC3)cc1S(N)(=O)=O | 1 | x | x | 2 | 6

No. | PAFAH1B3 FP inh | PREPL inh | GSTO1 inh | LYPLA1 counter
1 | 0 | 22 | 4 | -3
2 | -6 | 7 | 9 | 0
3 | 5 | 7 | 5 | 0
4 | 4 | -7 | 0 | 2
5 | 16 | 15 | 2 | -10
6 | 1 | 8 | x | x

Main list (from the top)
No. | molecule | pPAFAH inh | PME-1 inh | LYPLA2 inh | PAFAH1B2 FP inh | PAD4 FP inh
1 | Cc1nn(-c2ccccc2)c(C)c1/C=N/N1CCN(c2ccccc2)CC1 | 5 | -1 | 0 | 1 | 2
2 | Cc1nc(N2CCCCC2)c2c(C)c(C(=O)Nc3ccccc3C(F)(F)F)sc2n1 | 2 | -7 | 2 | -3 | 9
3 | Cc1ccc(NC(=O)c2c(-c3ccccc3)noc2C)nc1 | 7 | -4 | -6 | 3 | -3
4 | CC(C)[C@H](NC(N)=O)C(=O)NNC(=O)COc1cccc(C(F)(F)F)c1 | 15 | -3 | 2 | 3 | -2
5 | O=C(/C=C/c1ccc(O)c(O)c1)c1ccc(S(=O)(=O)N2CCCCCC2)cc1 | 50* | -1 | -11 | 1 | -1
6 | COc1ccc(NC(=O)COc2ccc3c(c2)CCC3)cc1S(N)(=O)=O | 1 | x | x | 2 | 6
7 | COc1ccc(NC(=O)COC(=O)CC2CCCCC2)cc1 | 7 | -3 | -2 | -2 | 4
8 | Cc1ccc(C)c(N2CCN(C(=O)CCCCn3c(=O)[nH]c4ccccc4c3=O)CC2)c1 | -6 | -8 | 6 | 4 | 0
9 | CCCOc1ccc(C(CC(=O)O)NC(=O)C(c2ccccc2)c2ccccc2)cc1 (configuration not stated) | 2 | 1 | 1 | 26* | 3
10 | Cc1ccccc1COC(=O)CCCC1=NS(=O)(=O)c2ccccc2N1 | -1 | 3 | 1 | -1 | 3
11 | Cc1ccc(S(=O)(=O)NN2C(=O)c3ccccc3NC2(C)C)cc1 | 1 | 1 | -1 | 7 | 3
12 | COCC(=O)Nc1nnc(C2CCCCC2)s1 | -1 | 2 | -4 | 1 | 1
13 | CC/C(C)=C1\SC(N2CCN(C(C)=O)CC2)=NC1=O | 4 | -1 | 5 | 0 | 1
14 | CC(C)c1ccc(NC(=O)c2ccc3c(c2)CCN3S(C)(=O)=O)cc1 | -5 | -12 | 6 | 7 | -5
15 | CCCCOc1ccc(S(=O)(=O)N2CCCCC2)cc1 | 0 | -4 | -9 | 2 | -10

No. | PAFAH1B3 FP inh | PREPL inh | GSTO1 inh | LYPLA1 counter
1 | 0 | 22 | 4 | -3
2 | -6 | 7 | 9 | 0
3 | 5 | 7 | 5 | 0
4 | 4 | -7 | 0 | 2
5 | 16 | 15 | 2 | -10
6 | 1 | 8 | x | x
7 | 0 | 17 | x | 3
8 | 4 | 2 | -2 | -1
9 | 4 | -5 | x | 1
10 | -3 | -11 | 4 | 4
11 | 2 | 1 | -1 | 3
12 | 3 | -3 | 1 | 0
13 | 6 | -7 | -4 | -3
14 | 11 | 9 | -5 | -3
15 | 5 | -4 | 7 | -2

Random excerpt: two entries already listed, in no set order.
No. | molecule | pPAFAH inh | PME-1 inh | LYPLA2 inh | PAFAH1B2 FP inh | PAD4 FP inh
10 | Cc1ccccc1COC(=O)CCCC1=NS(=O)(=O)c2ccccc2N1 | -1 | 3 | 1 | -1 | 3
5 | O=C(/C=C/c1ccc(O)c(O)c1)c1ccc(S(=O)(=O)N2CCCCCC2)cc1 | 50* | -1 | -11 | 1 | -1

No. | PAFAH1B3 FP inh | PREPL inh | GSTO1 inh | LYPLA1 counter
10 | -3 | -11 | 4 | 4
5 | 16 | 15 | 2 | -10

Filtered by structure: those above with a CF3 group.
No. | molecule | pPAFAH inh | PME-1 inh | LYPLA2 inh | PAFAH1B2 FP inh | PAD4 FP inh
2 | Cc1nc(N2CCCCC2)c2c(C)c(C(=O)Nc3ccccc3C(F)(F)F)sc2n1 | 2 | -7 | 2 | -3 | 9
4 | CC(C)[C@H](NC(N)=O)C(=O)NNC(=O)COc1cccc(C(F)(F)F)c1 | 15 | -3 | 2 | 3 | -2

No. | PAFAH1B3 FP inh | PREPL inh | GSTO1 inh | LYPLA1 counter
2 | -6 | 7 | 9 | 0
4 | 4 | -7 | 0 | 2

(listing goes on)
No. | molecule | pPAFAH inh | PME-1 inh | LYPLA2 inh | PAFAH1B2 FP inh | PAD4 FP inh
16 | CCOc1ccc(N2C(=O)/C(=C/c3cc(OC)c(OC)c(OC)c3)N(CC(=O)OC)C2=S)cc1 | 2 | 0 | -4 | 2 | 9
17 | CCC(=O)Nc1cccc(NC(=O)CSc2nnc(-c3ccc(NS(C)(=O)=O)cc3)n2CC)c1 | 4 | -3 | 0 | 2 | -5
18 | Cc1ccc(-c2cc(C(=O)N3CCCc4ccccc43)no2)cc1 | -1 | 3 | 1 | 6 | -6
19 | O=C(NCc1ccco1)C1CN(S(=O)(=O)c2ccccc2)CCN1S(=O)(=O)c1ccccc1 (configuration not stated) | 2 | 3 | -1 | 2 | 1
20 | C[C@H](CO)N1C[C@H](C)[C@@H](CN(C)S(=O)(=O)c2cccs2)Oc2ccc(NS(=O)(=O)c3cn(C)cn3)cc2C1=O | 3 | x | x | -1 | -2
21 | Cc1ccccc1NC(=O)CSc1nc2c(c(-c3ccco3)c1C#N)CCCC2 | 0 | 5 | 1 | -2 | 2
22 | CC(C)Oc1ccc(C(=O)Nc2ccc3c(c2)n(C)c(=O)n3C)cc1 | 8 | 3 | 10 | 2 | -2
23 | COc1ccc(Cc2nc3ccc(C(=O)NCC4COCCO4)cc3o2)cc1OC (configuration not stated) | 2 | 1 | -1 | 1 | 0
24 | COc1ccc(-c2nc(NC(=O)Cn3cnnn3)sc2C)cc1 | 3 | 1 | -2 | 7 | -2
25 | COc1cc(C)ccc1OCc1cc(C(=O)N(C)CCCN2CCOCC2)no1 | 0 | -3 | 3 | 2 | -3
26 | Cc1cnc(C(=O)OCC(=O)N(CC(C)C)C2CCS(=O)(=O)C2)cn1 (configuration not stated) | 1 | x | x | 2 | 6
27 | CN(C)NC(=S)Nc1ccc(Cl)cc1 | 1 | 2 | -1 | 5 | -4
28 | COC(=O)c1sc(Nc2ccccc2)nc1C | -2 | -8 | 3 | 1 | -2

No. | PAFAH1B3 FP inh | PREPL inh | GSTO1 inh | LYPLA1 counter
16 | -1 | 4 | -2 | 1
17 | 4 | -8 | 0 | -1
18 | -1 | 14 | -1 | -1
19 | 9 | 9 | 2 | -3
20 | 5 | 0 | x | x
21 | 2 | -1 | -5 | -1
22 | 2 | -2 | 2 | 5
23 | 5 | 8 | 7 | 1
24 | 3 | -27 | 1 | -1
25 | 3 | 15 | 5 | -2
26 | 12 | 4 | x | x
27 | 9 | 6 | 4 | -3
28 | 7 | -1 | -6 | 0

Some of the compounds tested; rates above refer to the full screens.
